# Source: PubChem (ICCB-Longwood Screening Facility, Harvard Medical School)
# PV pol inh: inhibitors of poliovirus RNA polymerase binding and polymerization; poliovirus polymerase elongation, fluorescence polarization; active compounds read low; % elongation, % (compound at 16.7 µg/mL); 150,000 compounds, 0.66% hits; AID 588519; in the data active = % elongation below about 90%; also: some results filed as inactive read as strong as hits
# Target sequence (P03300 1749-2209 limits assumed): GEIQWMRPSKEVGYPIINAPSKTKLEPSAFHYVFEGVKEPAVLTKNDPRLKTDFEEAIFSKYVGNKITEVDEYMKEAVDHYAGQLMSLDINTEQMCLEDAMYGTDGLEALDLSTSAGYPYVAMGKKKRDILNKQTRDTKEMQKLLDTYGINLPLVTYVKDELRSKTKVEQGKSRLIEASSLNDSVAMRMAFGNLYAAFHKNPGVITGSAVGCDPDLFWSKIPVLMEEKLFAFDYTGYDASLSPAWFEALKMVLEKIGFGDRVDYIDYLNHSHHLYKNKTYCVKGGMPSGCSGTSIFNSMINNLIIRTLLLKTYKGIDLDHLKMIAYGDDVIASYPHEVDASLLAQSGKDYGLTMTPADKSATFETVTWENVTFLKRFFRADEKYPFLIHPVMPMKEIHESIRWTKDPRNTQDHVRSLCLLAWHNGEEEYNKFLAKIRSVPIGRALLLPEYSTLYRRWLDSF
# PV pol inh FP z-score: also measured in PV pol inh; calls as there; z-score; measured here: FP z-score; hits read low
# * marks the source's active call; other numbers are inactive results. Only part of the results is shown; rates above refer to the full screens.
Structure,PV pol inh,PV pol inh FP z-score
Cc1ccc(NC(=S)N2CCC(N(C)CCN3CCOCC3)CC2)cc1C,103,0.9
O=C1C2CC=CCC2C(=O)N1CN(Cc1ccccc1)Cc1ccccc1 (stereo not given),100,-0.3
CCSc1nsc(SCC)c1C(N)=O,103,0.1
CCOc1ccc(Nc2cnnc(Nc3ccc(OCC)cc3)n2)cc1,100,-0.3
Cc1ccc(Cl)cc1N1CCN(C(=O)CCc2nnc3n(C)c(=O)c4ccccc4n23)CC1,103,-0.5
S=c1nc2c(cnn2-c2ccccc2)c(Nc2ccccc2)[nH]1,105,0.1
CCOc1ccc(N(C)S(=O)(=O)c2cc(-c3cc(C)no3)ccc2OC)cc1,98,-2
Cc1cc(C)cc(N2C(=O)N(CC(=O)N3CCOc4ccc(C)cc43)C3CS(=O)(=O)CC32)c1 (stereo not given),100,-0.3
CCc1ccc(N2CCn3c2nc2c3c(=O)n(Cc3c(F)cccc3Cl)c(=O)n2C)cc1,111,1.1
Cc1onc(-c2c(Cl)cccc2Cl)c1C(=O)NC(=S)N1CCOCC1,107,0.6
O=C(COC(=O)/C=C/c1ccco1)Nc1ccccc1,99,-1.5
O=c1oc2c3c(ccc2c2c1CCCC2)OCN(c1ccc(F)cc1)C3,101,0

# (further entries)
Structure,PV pol inh,PV pol inh FP z-score
CCSc1nnc(SCc2cc(=O)oc3cc(OC)ccc23)s1,107,-0.4
O=C(COc1ccc(Br)cc1)Nc1ccccc1N1C(=O)c2ccccc2C1=O,100,-0.1
Cc1c(C(=O)OC2CCCCCC2)[nH]c2c1C(=O)CC(c1ccccc1Cl)C2 (stereo not given),108,0.7
COc1ccc(C(=N/O)/C(=N/O)c2ccc(OC)cc2)cc1,100,0.1
CCN1C(=O)CC(NC2CCN(C(=O)c3ccc(F)cc3)CC2)C1=O (stereo not given),101,-0.2
Cc1nn(Cc2ccccc2)c(C)c1C(=O)NCCN1C(=O)S/C(=C\c2cccs2)C1=O,97,-0.7
S=C(N=S(c1ccccc1)c1ccccc1)Nc1ccccc1,98,-0.6
CCOC(=O)c1ccccc1NC(=O)Cn1c(=O)n(Cc2nc(-c3ccccc3)no2)c(=O)c2ccccc21,107,-0.2
COc1ccc(S(=O)(=O)N(CC(=O)NCCSc2ccccc2)c2ccc(C)cc2)cc1,101,-1.1
CCOC(=O)c1[nH]c(=O)[nH]c1Cn1nc(C)cc1C,99,-0.5
CC1(C)CC(=O)C=C(N2CCNCC2)C1,103,0.5
CCOC(=O)c1cnc(C(C)(C)C)[nH]c1=O,100,-0.1

# New compounds follow
Structure,PV pol inh,PV pol inh FP z-score
Nc1c(-c2nc(-c3cccs3)no2)nnn1-c1cccc(Cl)c1,106,0.6
O=C(NCCCN1CCOCC1)C1CCN(C(=O)c2cnn(-c3ccccc3)c2-n2cccc2)CC1,101,-0.1
N#Cc1c2n(c3c(=O)[nH]cnc13)CCCC2,102,0.4
CN(C)c1ccc(/C=C2\C(=O)NC(=O)N(C3CCCC3)C2=O)o1,118,6.9
CC[C@H]1CN2CCc3cc(OC)c(OC)cc3C2C[C@@H]1CC1NCCc2cc(OC)c(OC)cc21 (stereo not given in full),97,-1
C/C(=N\NC(=O)C1CC1(C)c1ccccc1)c1ccco1 (stereo not given),104,0.9
O=C(O)C1CCN(c2ncnc3sccc23)CC1,103,0
Cc1ccc(Cl)cc1N1CCN(C(=O)C2CCC(CNS(=O)(=O)c3cccs3)CC2)CC1 (stereo not given),110,0.4
CCN(C(=O)Cn1ncc(Cl)c(Cl)c1=O)c1ccccc1,93,-1.1
CN(C(=O)CSc1nc2ccccc2n1Cc1ccccc1C#N)c1ccccc1,102,-0.7
COc1ccc(CCNC(=O)c2ccc(CS(=O)(=O)Cc3cccc(C)c3)o2)cc1OC,114,1
CCOC(=O)c1ccccc1NC(=O)c1sc2ncn(Cc3cccc(F)c3)c(=O)c2c1C,108,0.6

# Overlap with the part before: 3 compounds, then new ones.
Structure,PV pol inh,PV pol inh FP z-score
CN(C(=O)CSc1nc2ccccc2n1Cc1ccccc1C#N)c1ccccc1,102,-0.7
COc1ccc(CCNC(=O)c2ccc(CS(=O)(=O)Cc3cccc(C)c3)o2)cc1OC,114,1
CCOC(=O)c1ccccc1NC(=O)c1sc2ncn(Cc3cccc(F)c3)c(=O)c2c1C,108,0.6
Cc1ccc(Nc2nc(CSc3nnnn3Cc3cccs3)cs2)cc1,106,0.5
C=CCSc1nnc(NC(=O)CN(C)S(=O)(=O)c2ccc(Cl)cc2)s1,105,-0.1
CCN1CCSc2ccc(C(=O)NCCC(C)C)cc21,100,-0.1
Cc1ccc(C(=O)Nc2ccc3ccccc3n2)cc1,104,-0.1
O=C(N/N=C/C=C/c1ccccc1)NC1CCCCC1,107,0.4
CCOC(=O)CSc1nc(-c2ccccc2)nc2c1oc1ccccc12,100,-0.1
COc1ccccc1C(=O)Nc1ccc(N2CCCCC2)cc1,101,0.4
NC(=S)N/N=C/c1cn(-c2ccccc2)nc1-c1cccnc1,103,0.3
O=C(CC1Oc2ccccc2NC1=O)NCCCN1CCN(C2CCCCC2)CC1 (stereo not given),102,0
NC12CC3CC(C1)CC(CC(=O)O)(C3)C2,101,0.3
O=C(CCSc1nnnn1-c1ccccc1)N1CCOCC1,102,0.5
CCOC(=O)Cc1csc(SCC(=O)N2c3ccccc3NC(=O)C2(C)C)n1,100,-0.4

# Going on with the list:
Structure,PV pol inh,PV pol inh FP z-score
CCCCCCSc1nc(O)c(CC)c(=O)n1-c1ccccc1,101,0.3
Cc1ccc(CNc2ncnc3c2c(-c2ccccc2)cn3-c2ccccc2)cc1,101,-1.2
COc1cccc(NC(=O)C(C)N2CCc3ccccc32)c1 (stereo not given),108,1
Cc1cccc(C)c1N1C(=O)CN(C(C)C)C1=S,104,-0.1
CC(C)C(C(=O)NCc1ccco1)c1ccc(Cl)cc1 (stereo not given),105,0.1
Cc1ccccc1NC(=O)CCc1c(C)nc2c(c1C)c(=O)n(C)c(=O)n2C,106,-0.2
COc1ccc(Cl)cc1NC(=O)CN(C)S(=O)(=O)c1ccc2c(c1)CCCN2C(C)=O,110,0.7
CCOc1cc(CNCCSc2nnnn2C)cc(Cl)c1OCc1ccc(Cl)cc1,105,-0.1
Cc1ccccc1N(C)S(=O)(=O)c1nnc(NC(=O)C(C)C)s1,105,-0.8
Clc1ccc(-n2ncc3c2ncn2nc(-c4ccccc4)nc32)cc1,102,-0.1
O=C(NC12CC3CC(CC(C3)C1)C2)C1CCC1,98,-1.2
CCn1c(C)nnc1SCC(=O)Nc1cccc(Cl)c1,98,-1.6

# An excerpt of these results, with two lines to a compound.
# Values run as follows: PV pol inh, PV pol inh FP z-score
> CC[C@H]1CN2CCc3cc(OC)c(OC)cc3C2C[C@@H]1CC1NCCc2cc(OC)c(OC)cc21 (stereo not given in full)
→ 97, -1
> C/C(=N\NC(=O)C1CC1(C)c1ccccc1)c1ccco1 (stereo not given)
→ 104, 0.9
> O=C(O)C1CCN(c2ncnc3sccc23)CC1
→ 103, 0

# The listing picks up with the 2 entries that preceded the break.
SMILES | PV pol inh | PV pol inh FP z-score
O=C(NC12CC3CC(CC(C3)C1)C2)C1CCC1 | 98 | -1.2
CCn1c(C)nnc1SCC(=O)Nc1cccc(Cl)c1 | 98 | -1.6
CCc1ccc(S(=O)(=O)N(C(=O)Oc2ccccc2)c2ccc3oc(C)c(C(=O)OC)c3c2)cc1 | 103 | 0.1
Oc1ccc(-c2n[nH]c(=S)n2CC2CCCO2)cc1 (stereo not given) | 100 | -0.5
Cc1ccc(CN(Cc2ccccc2)C(=S)NCC(=O)N2CCC3(CC2)OCCO3)o1 | 100 | -0.5
Cc1ccc(-n2nc(C)cc2NC(=O)c2ccco2)cc1 | 99 | -0.8
Cc1ccc(COC(=O)c2[nH]c3c(c2C)C(=O)CC(c2ccc(N(C)C)cc2)C3)cc1 (stereo not given) | 105 | 0
N#C/C(=C\C=C\c1ccccc1)c1nc2ccccc2c(=O)[nH]1 | 103 | 0.4
CN(C)c1ccc(/C=C/CN2CCSCC2)cc1 | 101 | 0.4
c1ccc2c(c1)c(NCc1ccc3c(c1)OCO3)nn1cnnc21 | 101 | 0

# Following part:
SMILES | PV pol inh | PV pol inh FP z-score
COc1cc(OC)c(NC(=O)Nc2cccc(OCc3cc(=O)n4ccccc4n3)c2)cc1Cl | 98 | -1.7
O=C(NC(Cc1ccccc1)C(=O)N1CCN(c2ncccn2)CC1)c1ccco1 (stereo not given) | 101 | -0.2
COc1ccc(-n2cc(C(=O)OCc3ccc(F)c(F)c3)c3ccccc3c2=O)cc1 | 103 | -1.1
COc1ccc(-c2cc(C(N)=O)on2)c(OC)c1 | 102 | 0
CC1CCCC(n2c(=S)[nH]c3ccccc3c2=O)C1C (stereo not given) | 102 | 0
CNc1nc(SCc2ccccc2)nc(N2CCOCC2)n1 | 102 | 0.3
CCC(C)c1ccc(OCCCN2CCN(C)CC2)cc1 (stereo not given) | 104 | 0.5
Cc1ccc2c(c1)c(=O)c1ccccc1n2CCCC(=O)Nc1ccc(Cl)cc1C | 107 | 0.3

# Continued, overlapping the part above by four compounds.
SMILES | PV pol inh | PV pol inh FP z-score
CC1CCCC(n2c(=S)[nH]c3ccccc3c2=O)C1C (stereo not given) | 102 | 0
CNc1nc(SCc2ccccc2)nc(N2CCOCC2)n1 | 102 | 0.3
CCC(C)c1ccc(OCCCN2CCN(C)CC2)cc1 (stereo not given) | 104 | 0.5
Cc1ccc2c(c1)c(=O)c1ccccc1n2CCCC(=O)Nc1ccc(Cl)cc1C | 107 | 0.3
O=c1cc(-c2ccccc2)n2c(SCc3ccc([N+](=O)[O-])cc3)nnc2[nH]1 | 103 | -0.7
Cc1cc(Nc2ccccc2C)n2nc(Cc3ccc(Cl)cc3)nc2n1 | 110 | 0.9
COc1ccccc1CNC(=O)C1CCCN1c1nn2c(=O)cc(C)nc2s1 (stereo not given) | 102 | 0.1
Cc1ccc(C)n1-c1cccnc1 | 100 | -0.5
COCCCNC(=O)CSc1nc2cc(OC)c(OC)cc2c2nc(-c3ccccc3)nn12 | 107 | -0.1
CC(Sc1nc2ccccc2c(=O)n1C)C(=O)NC(N)=O (stereo not given) | 98 | -0.2
COCc1nnc(NC(=O)/C=C/c2cc(OC)c(OC)c(OC)c2)s1 | 93 | -2.2
Cn1cccc1/C=C/C(=O)Oc1ccc2ccc(=O)oc2c1 | 97 | -0.9

# Further structures.
SMILES | PV pol inh | PV pol inh FP z-score
Cc1ccc(-c2ccc(=O)[nH]n2)cc1S(=O)(=O)N1CCOCC1 | 105 | 2.2
O=C(CSc1nccn1Cc1ccc(F)cc1)NCc1ccco1 | 109 | 0.5
Cc1nn(Cc2ccc(F)cc2)c2sc(C(=O)Nc3ccc(N4CCOCC4)cc3N3CCOCC3)cc12 | 103 | -0.2
CC(=O)Nc1ccc(CN2CCN(C/C=C/c3ccccc3)CC2)cc1 | 97 | -0.3
Fc1ccccc1N1CCN(c2c3c(nc4nncn24)CCC3)CC1 | 112 | 0.8
COc1ccc(CNC(=O)c2ccc(N3CCCS3(=O)=O)cc2)cc1 | 103 | -0.2
CC(=O)Nc1ccccc1OCc1cc(=O)n2c3c(sc2n1)CCCC3 | 103 | -0.3
CCCCN(C(=O)c1cn(-c2ccc(OC)cc2)c(=O)c2ccccc12)C1CCN(C(C)=O)CC1 | 101 | -0.1

# (listing goes on)
SMILES | PV pol inh | PV pol inh FP z-score
N#C/C=C1\n2c(nc3ccccc32)OC12CCCCC2 | 99 | -0.2
NCc1ccc(-c2ccc(Cl)cc2)o1 | 107 | 0.7
Cc1ccc(NC(=O)CSc2nc3c(oc4ccccc43)c(=O)n2Cc2ccco2)cc1 | 104 | -0.1
CC1(C)C(=O)Nc2ccccc2N1C(=O)Cn1nc(C(=O)O)c2ccccc2c1=O | 104 | 0.3
O=C(NCC1CCCO1)c1ccc(S(=O)(=O)N2CCCCC2)cc1 (stereo not given) | 103 | 0.6
CCCCCCC1CCC/C1=N\NC(N)=O (stereo not given) | 98 | -0.1
CCOC(=O)c1ccc(-c2c(C)oc3cc(OC)c(CC)cc3c2=O)o1 | 101 | 0
O=C(O)c1ccc(Nc2ncnc3c2cnn3Cc2ccccc2)cc1 | 96 | -1.1

# (listing goes on)
SMILES | PV pol inh | PV pol inh FP z-score
Cc1ccc(C)c(NC(=O)N2CCC(CN3CCOCC3)CC2)c1 | 106 | -0.6
CC(C)c1ccc(/C=C(\C#N)c2nc(-c3ccc(O)cc3)cs2)cc1 | 105 | 0.1
CN(C)S(=O)(=O)c1cccc(C(=O)OCC(=O)c2ccc[nH]2)c1 | 109 | 0.9
CCCCN1C(=O)c2ccc(C(=O)OCc3csc(C)n3)cc2C1=O | 103 | 0.1
CC1=NN(C)C(=O)/C1=N\OC(=O)c1ccc(Cl)cc1 | 103 | 0.4
COC(=O)c1c(C)sc(-c2c(-c3cccc(OC)c3)[nH]c3c2c(=O)[nH]c(=O)n3C)c1O | 115 | 0.6
Cc1cccc(NC(=O)CSc2nc(-c3cccs3)nc3cc(=O)[nH]n23)c1 | 104 | -0.5
O=C1OCCC1Sc1nnc(COc2ccccc2Cl)n1C1CC1 (stereo not given) | 106 | 0.5

# Going on with the list:
SMILES | PV pol inh | PV pol inh FP z-score
COC(=O)C1=C(C)N(CC(C)C)C(=O)/C1=C\c1ccco1 | 100 | -0.5
CC(=O)Nc1ccc(CNC(=O)c2ccc(F)cc2)cc1 | 97 | -0.7
CCCC12CNCC(C)(CNC1)C2=O | 103 | 0.4
CCOC(=O)N1CCC(N2CCCC(CO)C2)CC1 (stereo not given) | 100 | 0
COCCNC(=O)C1CCCN(S(=O)(=O)c2ccc3c(ccn3C)c2)C1 (stereo not given) | 110 | 0.8
CC1(C)NC(=CC(=O)C(F)(F)F)NC1(C)C | 102 | 0.5
Cc1csc(C(C#N)C(=O)COc2ccc(Cl)cc2)n1 (stereo not given) | 106 | 0
COc1cc(C2CC(=O)N(CC(=O)NCC3CCCO3)c3ccccc3S2)cc(OC)c1OC (stereo not given) | 104 | 1.3

# Next part.
SMILES | PV pol inh | PV pol inh FP z-score
Cc1cc(C)cc(N2CCn3c2nc2c3c(=O)n(CCc3ccccc3)c(=O)n2C)c1 | 104 | -0.4
Cn1c(C(=O)NCCc2ccc(Cl)cc2)cc2c(=O)n(C)c3ccccc3c21 | 102 | 0
CC(C)(C)OC(=O)N1CCC(CNS(=O)(=O)c2cccc3cccnc23)CC1 | 105 | 0.5
C=COC(=O)CSc1nc(C)cc(C)c1C#N | 86* | -1.7*
